High-throughput results deposited in PubChem BioAssay by several laboratories.
NSD2 inh – NSD2 (human) methyltransferase inhibition | AID 743445 | O96028 | NSD2 peptide methylation, AlphaScreen, 120 min | 310,000 compounds, 0.54% hits | inhibition, % at 12.5 µM; in the data active = inhibition above about 50%
CAL PDZ FP-1 – inhibitors of human CAL PDZ peptide binding. purified CAL PDZ, TMR-peptide fluorescence polarization, 1 h. inhibition, % at 24.9 µM. 300,000 compounds, 0.92% hits. AID 602252;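 active = mean inhibition of at least 30% with at least half of replicates also reaching 30%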;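 also: 0% = DMSO neutral control and 100% = excess unlabeled competitor peptide PRC23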
Pemphigus Ab inh – human desmoglein-3 autoantibody binding inhibition | 310,000 compounds, 0.48% hits | AID 588358 | binding (percent of control), % at 10 µM | DSG3-coupled beads, scFv-anti-DSG3-GFP binding, flow cytometry; active compounds read low;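 active = binding more than 3 SD below its plate's average and above zero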;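 also: hits lower antibody fragment binding to DSG3; some compounds called inactive have numbers as strong as hits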
C-LANA FP – inhibitors of KSHV LANA C-terminal domain DNA binding; MBP-C-LANA/FAM-LBS DNA binding, fluorescence polarization; inhibition, % at 9 µM; 340,000 compounds, 0.078% hits;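 active = highest replicate inhibition at or above 60% at 9 µM, even if other replicates fall short; inactive = all replicates below 60% inhibition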;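 also: 0% = neutral control wells and 100% = 4 µM acridine orange control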
Arr AP2 block – human beta-arrestin and AP2 interaction inhibition; FITC-arrestin peptide / GST-AP2 beads, flow cytometry; AP2 beta2 appendage carries R879A mutation; inhibition, % at 10 µM; 340,000 compounds, 0.31% hits; AID 504490;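 active = inhibition above a set limit, near 3 SD of compounds lacking own fluorescence, cut at about 54% in these data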;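 also: plate controls were DMSO wells for no effect and 5 µM unlabelled arrestin peptide for full effect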
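System: GST-AP2 R879A glutathione beads | Also added: FITC-arrestin peptide, 50 nM | Times: 12 min plus 1 h, RT | Signal: Bead flow cytometry, FITC channel | Buffer or medium: PBS with 0.05% Tween 20 and 0.1% BSA | Read-out basis: Percent drop in bead-associated FITC signal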
CAL PDZ FP-2 – human CAL PDZ-peptide interaction inhibition; inhibition, % at 20 µM; AID 504414; Q9HD26; 330,000 compounds, 0.02% hits; purified CAL PDZ, TMR-peptide fluorescence polarization, 1 h;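 active = highest replicate inhibition of at least 40%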;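 also: plate controls were DMSO neutral control wells for no effect and unlabeled competitor peptide control wells for full effect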
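Material: tagged CAL PDZ protein CerCALP, purified; buffer or medium: sodium phosphate/NaCl buffer pH 7.4 with TCEP, IgG, Thesit; also added: fluorescent TMR peptide probe; schedule: 1 h incubation at room temperature before polarization reading; technique: fluorescence polarization from S- and P-plane intensities, G-factor corrected; control set: unlabelled peptide and DMSO controls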
RTF Ca sens inh – cardiac RTF calcium desensitization | AID 493244 | IANBD-labeled cardiac RTF, Ca2+ fluorescence | P19429+P45379 | inhibition, % at 7.15 µM | 340,000 compounds, 0.12% hits;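 active = inhibition above the mean inhibition of all tested compounds plus 3 SD, cut at about 17% in these data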;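 also: assay run at fixed EC70 calcium of 1.6 mM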
V-ATPase pHluor – alters yeast V-ATPase proton transport | S. cerevisiae, pHLuorin cytosolic pH fluorescence | response, % at 10 µM | 350,000 compounds, 0.37% hits; in the data active = response mostly above about 7.3%, no sharp cut-off; inactive = mostly below about 5.4%; also: actives read high; inactives centre near 0; some compounds called inactive have numbers as strong as hits
DAGLB inh – blocks human DAGLB lipase activity. HEK293T DAGLB membrane lysate, EnzChek fluorogenic substrate. 340,000 compounds, 0.059% hits. inhibition, % at 5.17 µM; in the data active = inhibition above about 34%;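 also: 0% = enzyme with vehicle and 100% = wells lacking enzyme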
Target sequence (Q8NCG7 whole entry, looked up): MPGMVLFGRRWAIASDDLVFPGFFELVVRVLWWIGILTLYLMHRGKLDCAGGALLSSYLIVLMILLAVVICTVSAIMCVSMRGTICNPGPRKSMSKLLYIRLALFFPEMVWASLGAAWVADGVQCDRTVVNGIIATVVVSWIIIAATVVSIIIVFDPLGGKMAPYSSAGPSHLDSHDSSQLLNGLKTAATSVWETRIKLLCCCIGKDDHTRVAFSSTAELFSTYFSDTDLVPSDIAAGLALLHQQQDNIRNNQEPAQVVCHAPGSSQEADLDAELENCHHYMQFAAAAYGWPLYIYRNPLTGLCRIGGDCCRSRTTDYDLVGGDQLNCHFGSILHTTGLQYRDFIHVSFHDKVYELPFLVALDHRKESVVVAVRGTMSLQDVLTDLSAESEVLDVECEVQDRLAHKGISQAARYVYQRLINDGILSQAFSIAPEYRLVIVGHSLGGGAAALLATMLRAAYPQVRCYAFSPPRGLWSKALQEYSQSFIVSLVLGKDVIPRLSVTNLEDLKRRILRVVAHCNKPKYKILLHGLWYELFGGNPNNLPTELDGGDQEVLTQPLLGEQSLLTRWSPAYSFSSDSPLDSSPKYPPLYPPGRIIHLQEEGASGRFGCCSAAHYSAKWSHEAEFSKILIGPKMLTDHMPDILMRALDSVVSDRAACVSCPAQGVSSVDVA
Keap1-Nrf2 PPI – disrupts human Keap1 binding to Nrf2 peptide | Q14145 | Keap1 Kelch-Nrf2 peptide fluorescence polarization, 1536-well | inhibition, % at 9.4 µM | 340,000 compounds, 0.15% hits; in the data active = inhibition above about 12%;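 also: human Keap1 Kelch domain with fluorescein labeled Nrf2 9mer peptide probe; 0% = neutral control wells and 100% = peptide positive control; higher means more block of Keap1 binding to Nrf2 peptide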
* hit, by the source's call; x = not tested or not shown. Not all compounds are listed (hit frequency here may not be typical).

nr	smiles	Pemphigus Ab inh	C-LANA FP	NSD2 inh	DAGLB inh	RTF Ca sens inh	Arr AP2 block	CAL PDZ FP-2	V-ATPase pHluor	Keap1-Nrf2 PPI	CAL PDZ FP-1
1	Cc1c(Cl)ccc2c1NC(=O)C21NC(CCC(N)=O)[C@H]2C(=O)N(c3ccc(Cl)cc3)C(=O)[C@H]21 (stereo not given in full)	x	0.4	0	1	-21	6	-0.1	-4	-1	-3
2	CCC(=O)Nc1ccc(C(=O)N2CCN(C(=O)c3ccco3)CC2)cc1	87	0.7	1	-3	-23	14	-2.1	-3	1	-3
3	COc1ccc(N2CC(C(=O)Nc3nnc(SCc4cccnc4)s3)CC2=O)cc1 (stereo not given)	103	0.9	-2	0	-4	23	-1.4	5	0	4
4	O=C(NCCN1C(=O)S/C(=C\c2ccc(Cl)cc2)C1=O)c1ccc(F)c(S(=O)(=O)N2CCOCC2)c1	120	0.8	-3	1	-7	-2	0.5	9.5*	-4	1
5	CN(C)c1ccc(/C=N/NC(=O)C(O)c2ccc(Br)cc2)cc1 (stereo not given)	101	0.1	10	4	-8	14	-3.2	-1	-2	-2
6	CCOc1ccc(S(=O)(=O)NCc2cccnc2)cc1NC(=O)c1ccccc1	98	-2.3	0	0	3	1	-0.7	-7	0	x
7	CN(c1ncc(C(F)(F)F)cc1Cl)n1cc(C(N)=O)c2ccccc2c1=O	105	-1.9	110*	-1	-4	5	x	2	-2	-6
8	Cc1c(Cl)cccc1NC(=O)CSc1nnc(CCNC(=O)OC(C)(C)C)o1	101	0.2	-1	0	-7	0	-1.2	1	-1	-2
9	FC(F)Sc1ccc(NC2=NCCCCC2)cc1	98	-0.7	1	-2	-2	-6	-0.8	-1	1	-2
10	COc1ccc(C[C@H]2CN3C(=NC[C@@H]3C(C)C)N2C[C@H](C)NC(=O)c2ccc(C)c(Br)c2)cc1	112	-0.2	x	3	-16	15	-1.8	-1	-6	0

A draw from above in order of formula weight, lowest first.
nr	smiles	Pemphigus Ab inh	C-LANA FP	NSD2 inh	DAGLB inh	RTF Ca sens inh	Arr AP2 block	CAL PDZ FP-2	V-ATPase pHluor	Keap1-Nrf2 PPI	CAL PDZ FP-1
5	CN(C)c1ccc(/C=N/NC(=O)C(O)c2ccc(Br)cc2)cc1 (stereo not given)	101	0.1	10	4	-8	14	-3.2	-1	-2	-2
8	Cc1c(Cl)cccc1NC(=O)CSc1nnc(CCNC(=O)OC(C)(C)C)o1	101	0.2	-1	0	-7	0	-1.2	1	-1	-2
3	COc1ccc(N2CC(C(=O)Nc3nnc(SCc4cccnc4)s3)CC2=O)cc1 (stereo not given)	103	0.9	-2	0	-4	23	-1.4	5	0	4
4	O=C(NCCN1C(=O)S/C(=C\c2ccc(Cl)cc2)C1=O)c1ccc(F)c(S(=O)(=O)N2CCOCC2)c1	120	0.8	-3	1	-7	-2	0.5	9.5*	-4	1

(more compounds)
nr	smiles	Pemphigus Ab inh	C-LANA FP	NSD2 inh	DAGLB inh	RTF Ca sens inh	Arr AP2 block	CAL PDZ FP-2	V-ATPase pHluor	Keap1-Nrf2 PPI	CAL PDZ FP-1
11	CC(C(=O)Nc1ccc2c(c1)OCCO2)N(C)Cc1c(F)cccc1Cl (stereo not given)	99	0.5	-4	-2	5	-11	-1.9	-2	-2	4
12	O=C(NCc1ccccc1F)c1cccc(S(=O)(=O)NCc2ccccc2)c1	104	-0.7	-1	1	-3	-16	-1.4	3	1	-5
13	CCC(C)(C)C1CCc2c(sc(NC(=O)c3cccs3)c2C(N)=O)C1 (stereo not given)	102	-1.0	-2	1	-2	-8	x	-3	-2	-9
14	CCN(CC)c1ccc(C(=O)NN)cc1	93	-1.8	0	-14	-4	5	-1.9	-2	-1	1
15	N=c1ccn(Cc2c(Cl)cccc2Cl)cc1	x	-1.4	0	2	4	5	-0.2	-3	3	-13
16	COc1ccc(Oc2c(OC)cc([N+](=O)[O-])c3ncccc23)cc1	120	-0.3	5	1	-5	24	0.0	3	-1	-8
17	CC1CN(C(=O)C(C)OC(=O)c2ccc3ncsc3c2)CC(C)O1 (stereo not given)	100	0.3	3	0	-7	9	-0.2	-6	6	1
18	Cc1noc(NS(=O)(=O)c2ccc(NC(=O)C(Cl)(Cl)Cl)cc2)c1C	106	2.1	0	1	-9	-15	-2.1	-5	-2	-1
19	CC(C)(C)C(=O)CSc1nnc(Nc2ccccc2)s1	104	0.0	-2	-1	-3	-18	-0.8	-2	-6	4
20	CC(C)CCNC(=O)C(=O)NCc1ccccc1	x	0.1	-3	-2	-2	-17	0.5	1	1	-3
21	Clc1ccc(CO/N=C/c2c(-c3ccccc3)nc3n2CCS3)c(Cl)c1	101	-1.4	-1	-7	-8	-4	-1.0	1	-2	2
22	O=C(/C=C/c1cccc(Br)c1)NC1CCN(Cc2ccccc2)CC1	106	-0.8	-2	-3	-8	11	0.5	1	-2	-6
23	COC(=O)c1ccc(NC(=O)Cn2cnc3c(nnn3-c3cccc(OC)c3)c2=O)cc1	89	0.1	x	-4	0	11	0.1	-2	2	x
24	CCN(CC)CCCNC(=O)Cn1ncc2c(=O)oc3ccc(C)cc3c21	99	-1.3	x	2	-1	-7	-0.7	2	-5	-3
25	Clc1ccccc1C1CC(c2ccccc2)=Nc2ccccc2N1 (stereo not given)	x	-1.6	3	-8	2	0	-0.5	-4	-2	-3
26	Cc1ccc2nc(-c3ccc(NC(=S)NC(=O)CC(C)C)cc3)sc2c1	x	-0.1	-3	0	-7	-1	x	-5	-3	-1
27	COc1cc(/C(C)=N/N2CCN(Cc3ccc(C)cc3)CC2)ccc1O	128	1.4	3	-4	0	-30	-0.1	0	2	-3
28	COc1cc(OC)cc(-c2cc(N)n(S(=O)(=O)c3cccc4nsnc34)n2)c1	92	-3.2	-2	4	-6	-13	-2.8	-1	-4	0
29	CC(=O)N/C(=C\c1ccccc1)C(=O)OCC(=O)N(C)C1CCCCC1	81	0.2	-1	0	7	-2	-1.2	-1	-2	11
30	O=C(COc1ccc(Br)cc1)Nc1ccccc1C(=O)NC1CC1	97	2.0	-1	-6	-5	3	-2.1	-2	0	-5

Taken from above.
Under V-ATPase pHluor, `CC(C)CCNC(=O)C(=O)NCc1ccccc1` is entered as 1
Under C-LANA FP, `COc1ccc(C[C@H]2CN3C(=NC[C@@H]3C(C)C)N2C[C@H](C)NC(=O)c2ccc(C)c(Br)c2)cc1` is entered as -0.2

Continuation:
nr	smiles	Pemphigus Ab inh	C-LANA FP	NSD2 inh	DAGLB inh	RTF Ca sens inh	Arr AP2 block	CAL PDZ FP-2	V-ATPase pHluor	Keap1-Nrf2 PPI	CAL PDZ FP-1
31	c1ccc(Oc2ccc(-c3ccnc4nc(N5CCOCC5)nn34)cc2)cc1	84	0.7	-1	-4	-4	25	-0.4	-4	-1	9
32	Cc1ccc(S(=O)(=O)N2CCN(C(=O)CSc3ncc(C(F)(F)F)cc3Cl)CC2)cc1	110	0.4	-1	-7	-3	2	0.1	-5	0	-2
33	COCCCNC(=O)c1ccc([N+](=O)[O-])c(Cl)c1	98	0.7	x	-1	-10	29	-0.4	0	-3	-3
34	O=C(c1ccc(Cl)cc1)C1CCN(C(=O)N2CCOCC2)CC1	101	-0.4	0	0	-7	1	-2.3	-3	-1	x
35	COc1ccc(OCCOCCN2CCOCC2)cc1	100	-1.5	3	1	-4	4	0.9	-9	-1	-4
36	CCc1nc2ccccc2c(C(=O)OCc2nc3ccccc3c(=O)[nH]2)c1C	113	-0.6	0	1	-3	8	-1.7	2	-5	-2
37	O=C(O)CCCC(=O)Nc1ccn(-c2ccccc2)n1	99	-0.3	-4	3	-7	9	0.5	-1	0	2
38	O=C(NCc1ccco1)C(c1ccncc1)N(C(=O)Cn1nnc2ccccc21)c1ccccc1F (stereo not given)	115	0.1	2	1	-6	26	-3.0	2	1	-5
39	COc1cc(CC2C(=O)Nc3ccccc32)cc(C)c1O (stereo not given)	108	-1.5	2	-2	4	27	0.5	-5	-3	-5
40	O=C(CSc1nc2c(c(=O)n1-c1ccccc1)SCC2)N1CCN(c2ccccc2)CC1	97	0.5	x	3	-6	12	-0.2	1	1	-4
41	CC(C)(C)OC(=O)N1CCC(NC(=O)c2nc[nH]c2C(=O)NCC(=O)OCc2ccccc2)CC1	103	0.9	x	-1	-7	2	-0.1	0	4	-4
42	COc1ccc(C(=O)N2CCN(c3ccc(N4CCOCC4)nn3)CC2)cc1OC	102	4.3	0	-1	-18	-11	-0.8	-3	-1	1
43	Cc1cc2nc3n(c2cc1C)CC1CC(C(=O)NCc2ccccc2)N(C)C31 (stereo not given)	110	-0.7	x	-1	2	2	-0.2	0	-6	-2
44	Cc1ccc(N(C)S(=O)(=O)c2cccc(C(=O)OCC(=O)N3CCCC(C)C3)c2)cc1 (stereo not given)	99	1.2	16	-3	-2	-8	0.0	-1	1	-8
45	Cc1ccc(C2(c3ccc(C)cc3)CC2C(=O)NCc2cccnc2)cc1 (stereo not given)	103	1.2	1	0	-11	-20	-0.9	0	-2	-2
46	O=C(Nc1ccc(S(=O)(=O)N2CCCC2)cc1)C1CC(=O)N(c2ccccc2)C1 (stereo not given)	98	-1.0	-2	0	-5	-31	-0.4	-3	-3	2
47	OC1(c2ccc3c(c2)OCO3)CCN(Cc2ccc(F)cc2)CC1	99	2.3	1	-2	-4	-1	-3.5	1	5	-2
48	Oc1ccc(C(=S)N2CCCCCC2)cc1	108	-0.7	16	-3	3	40	0.5	-1	1	-2
